Bioassay records: PubChem BioAssay, The Scripps Research Institute Molecular Screening Center
M1 antag: blocks human M1 muscarinic receptor; inhibition, % at 3 µM; P11229; CHO-K1 hM1, Fluo-8 calcium fluorescence, ACh EC80 antagonist; hit rate 1.3% among 360,000;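 active = percent inhibition above its own plate's cutoff, namely the mean of that plate's compound wells plus 3 SD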;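 also: peak over basal fluorescence ratio during 140 s after agonist addition; 0% = ACh EC80 plus DMSO and 100% = DMSO alone without agonist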
Target sequence (P11229 whole entry, looked up): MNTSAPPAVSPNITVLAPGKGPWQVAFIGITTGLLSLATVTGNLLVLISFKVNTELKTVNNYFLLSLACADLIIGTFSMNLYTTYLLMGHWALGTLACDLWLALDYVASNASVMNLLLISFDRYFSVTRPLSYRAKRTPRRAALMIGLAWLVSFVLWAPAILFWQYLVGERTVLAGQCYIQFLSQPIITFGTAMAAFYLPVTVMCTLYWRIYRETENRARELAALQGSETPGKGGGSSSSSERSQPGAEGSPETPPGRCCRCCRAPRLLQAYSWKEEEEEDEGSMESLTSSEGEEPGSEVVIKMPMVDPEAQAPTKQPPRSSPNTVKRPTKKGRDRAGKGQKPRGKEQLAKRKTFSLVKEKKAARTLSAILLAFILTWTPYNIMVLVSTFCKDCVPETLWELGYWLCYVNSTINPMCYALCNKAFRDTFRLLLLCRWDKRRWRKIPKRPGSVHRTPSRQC
TAAR1 agonist: agonists of human TAAR1. CHO RD-HGA16 TAAR1, Fluo-8 calcium fluorescence; vehicle wells 0%, saturating PEA agonist 100%. activation, % at 3 µM. Q96RJ0. hit rate 0.99% among 360,000;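 active = activation above the mean activation of all test compounds in the run plus 3 SD, cut at about 38% in these data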
Target sequence (Q96RJ0 whole entry, looked up): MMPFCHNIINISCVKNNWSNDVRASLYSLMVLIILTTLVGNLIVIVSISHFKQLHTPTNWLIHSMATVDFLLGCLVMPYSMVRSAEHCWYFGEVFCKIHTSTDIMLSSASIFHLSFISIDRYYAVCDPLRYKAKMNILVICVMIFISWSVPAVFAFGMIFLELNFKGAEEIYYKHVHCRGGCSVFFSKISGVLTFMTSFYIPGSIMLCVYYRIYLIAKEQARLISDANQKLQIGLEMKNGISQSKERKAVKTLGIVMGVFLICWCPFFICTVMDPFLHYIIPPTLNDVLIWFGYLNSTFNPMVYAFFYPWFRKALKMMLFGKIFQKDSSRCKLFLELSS
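System: CHO RD-HGA16 cells carrying human TAAR1 plus Gα16; Incubation: 17-24 h seeding, 75 min 37 °C dye, 30 min RT; Measured by: Fluo-8 fluorescence, 5 s baseline then 140 s kinetic read; Control set: DMSO and PEA EC100; Replication: single well for each compound.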
CHO parental Ca: counter-screen for OX1R antagonists: effect in parental CHO cells. parental CHO-K1, ATP-induced calcium, Fluo-8 fluorescence. inhibition, % at 5.6 µM. hit rate 0.63% among 330,000. AID 463079;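 active = inhibition above that plate's mean sample inhibition plus 3 SD, cut at about 26% in these data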;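 also: 0% = ATP-challenged DMSO wells and 100% = DMSO wells without ATP; some compounds past the cut are filed as inactive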
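Test system: untransfected parental CHO cell line; also added: ATP stimulus; dosing: 5.6 µM, single dose; signal: calcium-sensitive Fluo-8 fluorescence; measure: percent inhibition of ATP-evoked calcium rise, normalized to controls; benchmarks: low control ATP plus DMSO, high control DMSO only; replication: one well per compound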
M1 ag parental: counter-screen for M1 agonists: effect in parental CHO-K1 cells | activation, % at 3 µM | Fluo-8 calcium fluorescence; scaled to maximal ATP response, vehicle zero | hit rate 0.48% among 360,000; in the data active = activation above about 15%;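 also: untransfected CHO-K1 host cells lacking M1 receptor as counterscreen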
CHO-K1 Ca PAM: M1 PAM counterscreen hit in parental CHO-K1 cells. activation, % at 3 µM. ATP EC20, Fluo-8 calcium fluorescence; 0% at ATP EC20, 100% at ATP max. hit rate 0.02% among 360,000;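 active = activation above the run cutoff, the mean activation of all test compounds plus 3 SD, cut at about 40% in these data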;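 also: peak over basal fluorescence ratio in a 140 s read after ATP addition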
CHO-K1 Ca antag: counter-screen for M1 antagonists: effect in parental CHO-K1 cells. ATP-induced calcium, Fluo-8 fluorescence. inhibition, % at 3 µM. hit rate 0.6% among 360,000. AID 602250;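 active = inhibition above a per-plate cutoff, the plate's mean sample inhibition plus 3 SD, cut at about 24% in these data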;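 also: 0% = DMSO plus EC80 ATP and 100% = DMSO alone without ATP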
TAAR1 antagonist: antagonists of human TAAR1 | CHO RD-HGA16 TAAR1, Fluo-8 calcium fluorescence, antagonist | AID 624466 | inhibition, % at 3 µM | Q96RJ0 | hit rate 1.5% among 360,000;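 active = inhibition above a per-plate cutoff, the mean inhibition of test compounds on that plate plus 3 SD, cut at about 49% in these data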;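 also: 0% = DMSO plus EC80 beta-PEA response and 100% = DMSO alone without agonist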
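Test system: hTAAR1-expressing CHO RD-HGA16 cells, Gα16-coupled; Probe or stimulus: EC80 β-phenethylamine stimulus; Compound dosing: single nominal final test compound concentration of 3 µM; Timing: 140 s kinetic read after compound, 140 s after agonist; Signal: Fluo-8 calcium-sensitive fluorescence; Measure: % inhibition of agonist calcium response; Controls: DMSO and EC80 PEA controls.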
CHRM1 agonist: activates human CHRM1 receptor | P11229 | CHO-K1 hM1, Fluo-8 calcium fluorescence, agonist mode; 0% DMSO, 100% acetylcholine EC100 | activation, % at 3 µM | hit rate 0.33% among 360,000;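 active = activation above the run's mean compound activation plus 3 SD, cut at about 16% in these data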;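 also: peak over basal fluorescence ratio within a 140 s kinetic read after compound addition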
CHRM1 PAM: potentiates human M1 receptor response to acetylcholine; P11229; CHO-K1 hM1, Fluo-8 calcium fluorescence, ACh EC20; 0% = ACh EC20, 100% = maximal ACh; activation, % at 3 µM; hit rate 0.088% among 360,000; AID 588819; in the data active = activation above about 19%, passing the limit was not always enough
* marks the source's active call; other numbers are inactive results; / = not tested or not shown.

SMILES,M1 ag parental,M1 antag,CHO-K1 Ca PAM,TAAR1 agonist,CHRM1 agonist,CHO-K1 Ca antag,TAAR1 antagonist,CHRM1 PAM,CHO parental Ca
Cc1cc(C)c2ccc(=O)n(CC(=O)N/N=C/c3ccccc3Cl)c2n1,0.2,-7.3,-7.8,3.2,-4.7,6.2,-14.1,5.1,-11.8
Cc1ccc(-c2nc(-c3cccnc3)sc2CC(=O)Nc2ccc(C)c(Cl)c2)cc1,3.2,0.3,0.8,10.6,-6.0,10.5,33.1,-12.4,-19.3
Cc1cccc(C(=O)C(O)(c2ccccc2)C2CCCCC2=O)c1 (stereo not given),-0.9,-12.9,-5.6,-0.1,-7.1,-14.2,-12.4,0.5,/
O=C(CN1CCN(Cc2ccccc2)CC1)N1N=CCC1c1ccccc1 (stereo not given),0.8,-8.3,17.9,1.1,-4.1,-10.7,-14.4,9.2,4.3
Cc1nn(Cc2ccc(Br)cc2)c(C)c1NC(=O)c1nn(C)cc1Cl,2.4,-0.7,13.2,2.4,-0.9,-1.1,-7.6,3.5,-17.5
C[C@@H]1CN([C@@H](C)CO)C(=O)CCCn2nncc2CO[C@H]1CN(C)S(=O)(=O)c1ccc(-n2cccn2)cc1,0.5,-9.4,9.5,0.7,-6.2,-1.1,-6.5,2.0,/
Cc1cc(SCC(=O)NC(=O)c2cccn2C)nc2ccccc12,1.0,-8.3,11.2,-1.1,-1.5,-8.7,-18.7,9.6,-1.5
Cc1ccc(C(CNS(=O)(=O)c2ccc(F)cc2C)N2CCN(C)CC2)cc1 (stereo not given),2.0,9.1,-11.7,6.3,-4.0,15.0,-15.1,-0.4,-2.7
NS(=O)(=O)c1ccc(NC(=O)c2cccc3cc4ccccc4nc23)cc1,1.2,5.4,16.8,4.5,-6.1,-11.6,17.6,-9.0,/
COc1cc2c(cc1OC)CN(C(=O)c1cccc(S(=O)(=O)N3CCc4ccccc43)c1)CC2,-0.3,-1.6,-0.8,-2.3,-2.6,1.7,-9.1,5.7,-14.9
COc1ccc([C@@H]2C[C@H]3[C@@H](CN2S(=O)(=O)c2ccccc2)C(=O)C[C@@H](c2ccccc2F)N3S(=O)(=O)c2ccc(C)cc2)cc1,0.6,-4.4,13.7,4.1,0.8,-6.1,-11.0,4.9,/
CCOC(=O)c1c(N)sc(N)c1C(=O)OCC,0.5,-7.0,19.3,3.3,-6.3,-6.5,-11.5,-2.7,-1.9
CC1CCN(C(=O)N2c3ccccc3Sc3ccccc32)CC1,0.1,-10.0,4.7,12.8,-6.5,-7.6,5.1,-6.5,-29.0
NC(=S)N=Nc1c(O)n(CCCl)c2ccccc12,5.0,20.1,-6.1,6.8,-6.2,14.3,-2.5,-12.7,-11.5
Cc1ccccc1-c1cccc([C@@H]2C[C@H]3[C@H](CON3C)CN2C(=O)C(C)(C)C)c1,0.7,-13.3,2.6,-1.8,-1.4,-13.1,8.4,6.7,/
COc1ccc(-n2c(SCC3CNC(=O)O3)nnc2-c2ccc(Cl)cc2)cc1 (stereo not given),0.5,5.3,13.5,11.5,-5.1,-5.0,-10.6,-4.4,-1.4
O=C(NCC(=O)N(c1cccc(F)c1)C(C(=O)NC1CCCC1)c1ccncc1)c1ccco1 (stereo not given),0.0,-14.2,-15.9,-1.6,0.3,-2.8,4.8,8.8,-10.6
Cc1ccc(Oc2ccc(S(=O)(=O)N3CCOCC3)cc2C(N)=O)c(-n2nc3ccccc3n2)c1,1.1,2.8,11.7,5.0,-4.6,-19.2,-1.4,-7.2,-18.1
COc1ccccc1C(=O)Nc1nnc(S(=O)(=O)N2CCOCC2)s1,1.0,-10.3,23.9,0.8,-1.5,-17.5,4.1,3.9,-11.6
CCC(C)[C@H](NC(=O)NC(C)C)C(=O)O (stereo not given in full),1.2,-2.4,21.2,4.3,-6.0,-11.5,8.6,9.2,1.4
CCN1CCN(c2ccc(S(=O)(=O)N3CCCCC3)cc2NC(=O)c2cccc(OC(F)F)c2)CC1,1.1,-10.4,1.0,3.5,4.0,-3.9,-4.4,5.7,-17.8
O=C(N/N=C/c1c[nH]c2ccccc12)c1sc2ccccc2c1Cl,1.3,12.1,24.8,-0.6,-3.0,-7.2,15.2,-5.6,-5.5
CCC/C(=C1/c2ccccc2C(=O)N1c1ccccc1)c1ccc2c(c1)OCO2,-0.1,10.5,2.2,0.5,-13.8,-13.4,10.1,-17.0,-35.0
CCCCNC(=O)C1(C)CCCCN1C(=O)c1cccs1 (stereo not given),4.1,-7.7,30.8,0.0,-1.3,9.2,-7.0,9.4,/
COc1ccc(CNC(=O)COC(=O)CN2C(=O)C3CC=CCC3C2=O)cc1 (stereo not given),0.1,-24.0,-4.7,1.5,3.2,2.2,-21.0,26.5*,-13.2
COc1ccc(OC)c(NC(=O)COc2ccc3c(c2)CCC3)c1,-0.5,-1.5,-9.3,3.2,-4.2,-7.8,13.2,1.1,-8.3
Cc1cc(Cl)cc(Br)c1OCCCCn1cncn1,0.4,-5.3,3.1,2.4,-4.6,-1.5,3.1,3.4,-8.6
FC(F)Oc1ccc(-c2csc(Cc3nnc4n3CCCCC4)n2)cc1,-0.3,1.2,18.6,2.3,-5.7,-13.4,-9.8,5.1,/
CN1CCN(C(=O)/C=C/c2ccc([N+](=O)[O-])o2)CC1,1.4,3.5,-17.7,5.5,-1.8,-11.1,-8.0,-1.7,/
C(=N\NC1=Nc2cccc3cccc1c23)/c1ccccc1,0.1,-3.8,-2.0,6.8,-5.1,9.3,14.8,5.1,-23.1
Cn1c(NC(=O)C2CCCC2)cc(=O)n(C)c1=O,1.5,-16.9,26.5,-0.5,-0.9,-15.0,5.4,14.6,-2.2
CCOC(=O)c1c(NC(NC(=O)C(C)C)C(Cl)(Cl)Cl)sc2c1CCC2 (stereo not given),-0.3,12.4,13.0,2.6,-9.7,-5.4,24.0,-16.6,-22.4
COCCNC(=O)C1(C)CCN(C(=O)c2cccc(C)c2C)C1 (stereo not given),0.4,1.9,7.3,2.2,-3.3,-8.5,-16.7,-5.4,/
Cc1ccc(C)c(Cn2nnc3c(=O)[nH]c(C4CCCN(C(=O)C5CCC5)C4)nc32)c1 (stereo not given),1.4,-8.5,12.8,3.6,-6.6,-18.4,9.7,10.1,-33.6
CCCCN1C(=O)/C(=C2/Sc3ccc(OC)cc3N2CC)SC1=S,1.1,-10.0,12.8,/,-1.9,-11.2,/,6.0,-12.6
Cc1ccc(-c2nnn(CC(=O)N(CC(=O)NC3CCCCC3)c3ccc(F)c(Cl)c3)n2)o1,-0.6,-2.9,-4.2,5.0,5.0,18.7,-0.6,9.6,-16.8
Oc1ccc(-c2cc(-c3ccc(O)cc3)nc(-c3ccccc3)n2)cc1,0.8,-3.6,2.5,0.4,-2.1,-4.8,24.0,2.0,13.9
C/C(=N/NC(=O)CN1CCN(S(=O)(=O)c2ccc(C)cc2)CC1)c1cccc(O)c1,0.6,-4.4,4.9,0.7,-2.0,-3.5,-0.8,4.4,1.0
Cc1ccc(C)c(NC(=O)C(Sc2cccc[n+]2[O-])c2ccccc2)c1 (stereo not given),1.3,-6.0,22.9,5.0,4.7,-16.3,-34.0,11.4,-16.1
CCCN(Cc1ccc(N(C)C)cc1)CC1CC1,0.5,-0.8,8.6,5.8,-6.1,-14.7,-27.3,-11.3,-8.2
Cc1ccc(-n2c(C)cc(/C=N/NC(=O)Cn3c4ccccc4c(=O)c4ccccc43)c2C)cc1,0.5,6.3,21.2,-1.4,-8.1,-9.2,-27.6,-5.1,-13.9
CCOc1ccc(CCN2C(=S)N([C@@H](Cc3ccc(O)cc3)CN3CCC[C@@H]3CN3C(=S)NC[C@@H]3CC(C)C)C[C@@H]2CC(C)C)cc1,0.3,-7.1,11.6,-1.7,-1.6,3.5,-6.3,10.7,/
COC(=O)c1c[nH]n2c(=O)c(Cc3ccc(F)cc3Cl)c(C)nc12,1.1,-3.8,20.6,2.2,-2.5,-1.9,-7.3,-4.5,-5.9
O=C(CSc1nnc(-c2ccco2)n1-c1ccccc1)N1CCOCC1,0.7,4.6,20.9,9.9,-2.7,-9.4,-21.7,-1.4,-3.6
CCc1cc(C(=O)NN2C(=O)NC3(CCCCC3)C2=O)sc1C,-0.8,6.7,5.0,4.9,-2.2,1.5,-14.9,4.7,-6.8
CC1CC(C)(C)NC(=S)N1CCC(=O)NCc1ccc(Cl)cc1 (stereo not given),-0.1,1.5,-1.5,-0.6,-7.8,-4.0,1.7,-5.8,-14.7
Cc1ccccc1NS(=O)(=O)c1ccc(C)c(NS(C)(=O)=O)c1C,-0.1,-4.9,-14.3,6.0,-3.0,17.1,-25.0,4.0,-2.1
O=C(CN1C(=O)c2ccccc2S1(=O)=O)NCc1ccccc1,0.7,-11.1,8.6,-1.3,-3.0,-11.9,-11.7,8.7,0.1
O=C(Nc1ccccc1O)c1ccc2c(c1)C(=O)N(Cc1ccco1)C2=O,7.8,16.1,15.5,14.3,0.7,4.4,51.2*,-4.8,/
Cc1cccc(NS(=O)(=O)c2cccc3nsnc23)c1,0.1,2.6,9.6,8.9,-4.6,1.1,-12.6,-0.9,6.9
Cc1cc(C)c(N=C2C(=O)Nc3ccccc32)c(C)c1,0.7,-15.4,8.4,3.6,-0.1,-8.3,-2.7,20.1,-5.8
COc1ccc2nc(CCN(C)C(=O)C3CCC(=O)N(Cc4cccc(F)c4)C3)[nH]c2c1 (stereo not given),0.3,15.1,-7.8,3.9,-0.6,-7.8,-12.1,-6.5,-13.2
CCOC(=O)c1cnc(-n2nc(C)cc2C)nc1Oc1ccccc1F,0.7,-6.5,3.7,7.7,-8.8,-5.2,-46.7,0.1,-13.5
CN(C)c1ccc(/C=N/NC(=O)c2cc(-c3ccc4c(c3)OCO4)n[nH]2)cc1,1.1,-0.8,3.5,3.9,-3.4,0.2,19.6,-1.2,-17.2
CCN(CC)C(=O)[C@H]1CC(CC(=O)NCCCn2ccnc2)C(=O)N2CCc3c([nH]c4ccc(OC)cc34)[C@]12C (stereo not given in full),0.3,-13.1,14.8,3.1,-4.8,-2.5,-12.4,10.4,-11.7
CCOc1ccccc1C(=O)NCC(=O)Nc1ccc2c(c1)OCO2,0.3,0.3,7.2,9.7,-1.2,-20.7,-2.0,2.8,-17.8
